D3 ag: D3 dopamine receptor (human) agonism; P35462; D3R DiscoveRx beta-arrestin cells, luminescence, 90 min; 410,000 tested, 0.58% active; max activation, %; AID 652048; in the data active means max activation above about 30%; further: 0% is about no effect; mostly tested at two doses, the higher about 12 µM
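Agonist mode: compounds and dopamine controls were applied to plated cells for 90 min at 37 degrees C after an overnight attachment at 1500 cells/well. Luminescent read-out followed 30 - 60 minutes at room temperature with DiscoveRx detection reagent.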
PTHR1 ag: agonists of human PTHR1 parathyroid hormone receptor; HEK293 GP2 PTHR1 cells, GloSensor cAMP luminescence, 1 h; AID 743266; Q03431; 410,000 tested, 0.075% active; Potency, µM (doses to about 115 µM), inactives show at the highest dose activation, actives largely listed as activators; further: potency means the concentration at half of the fitted maximal effect; nearly all actives have a fitted effect of over 55% in size; some results filed as inactive show a strong effect at the top dose; inactives centre near -15; many of its hits are not listed in these tables
Target sequence (Q03431 whole entry, looked up): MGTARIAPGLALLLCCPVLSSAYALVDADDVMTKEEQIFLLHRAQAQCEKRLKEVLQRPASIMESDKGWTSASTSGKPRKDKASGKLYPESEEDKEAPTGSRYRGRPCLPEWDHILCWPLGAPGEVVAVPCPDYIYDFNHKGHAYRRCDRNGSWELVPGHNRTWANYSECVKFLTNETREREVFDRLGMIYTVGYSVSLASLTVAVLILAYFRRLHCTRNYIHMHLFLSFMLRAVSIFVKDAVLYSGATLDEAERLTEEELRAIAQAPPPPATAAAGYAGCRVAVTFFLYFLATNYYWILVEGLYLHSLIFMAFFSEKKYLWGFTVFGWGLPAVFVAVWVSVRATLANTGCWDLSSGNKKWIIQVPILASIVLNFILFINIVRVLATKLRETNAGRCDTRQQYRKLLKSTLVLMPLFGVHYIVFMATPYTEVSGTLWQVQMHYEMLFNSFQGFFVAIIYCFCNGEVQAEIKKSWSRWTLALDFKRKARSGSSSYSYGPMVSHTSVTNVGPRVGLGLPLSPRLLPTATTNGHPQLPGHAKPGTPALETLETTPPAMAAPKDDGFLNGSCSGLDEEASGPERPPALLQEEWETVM
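HEK-293-derived GP2 cells expressing PTHR1 and a GloSensor cAMP reporter, 3,000/well, plated overnight, given luciferin plus IBMX (each 0.5 mM as added) for 1 h at 37 °C, then compound for 1 h at 37 °C. Luminescence was read after 15 min at room temperature.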
TDP-43 yeast inh: inhibitors of TDP-43 toxicity in yeast; TDP-43 expressing yeast growth rescue, BacTiter-Glo, 24 h; Potency, µM (titrated, usually from 46.1 µM), for inactives: at the highest dose growth rescue (activation), hits mostly activators; 410,000 tested, 1.8% active; AID 652104; further: potency means the concentration at half of the fitted maximal effect; % of control where 0% means no effect; nearly all actives have a fitted effect of over 50% in size
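Cell-based yeast growth screen: TDP-43 expression induced in galactose, inoculum OD600=0.02 after raffinose pregrowth to mid-log. Read-out BacTiter-Glo luminescence at 24 hr, 30 deg C; inhibition of toxicity seen as signal increase.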
GLP-1R inv ag: inverse agonists of human GLP-1 receptor; HEK293 GLP-1R CRE-luciferase, luminescence, 24 h; GLP-1R form is constitutively active; Potency, µM (top dose mostly 38.3 µM), for the others: top-dose activity change, negative = inhibition, hits mostly inhibitors; 410,000 tested, 1.6% active; AID 624417; further: potency means the concentration at half of the fitted maximal effect; on the % scale 0 is the no-effect control and ±100 the full control effect; nearly all actives have a fitted effect of over 55% in size
Target sequence (P43220 whole entry, looked up): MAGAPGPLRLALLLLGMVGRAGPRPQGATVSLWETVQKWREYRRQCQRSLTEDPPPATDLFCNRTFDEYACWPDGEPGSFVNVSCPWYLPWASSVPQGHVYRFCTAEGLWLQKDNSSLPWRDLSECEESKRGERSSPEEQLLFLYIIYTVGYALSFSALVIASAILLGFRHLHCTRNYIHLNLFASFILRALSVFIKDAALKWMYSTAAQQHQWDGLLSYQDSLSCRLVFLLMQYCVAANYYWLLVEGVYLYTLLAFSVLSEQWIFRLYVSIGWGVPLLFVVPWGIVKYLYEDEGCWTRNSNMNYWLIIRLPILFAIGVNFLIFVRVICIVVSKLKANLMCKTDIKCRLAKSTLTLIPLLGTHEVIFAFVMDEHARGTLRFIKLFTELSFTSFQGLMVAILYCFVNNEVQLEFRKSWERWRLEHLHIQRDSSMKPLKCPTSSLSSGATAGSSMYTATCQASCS
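Stable HEK293 clone (constitutively active GLP-1R + cAMP-response luciferase); 200 cells/uL plated, 12 h pre-culture, compound 24 hr, 37 deg C/5% CO2; detection reagent 12 min RT; luminescence.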
GLP-1R agonist: GLP-1 receptor (human) agonism; HEK293 GLP-1R CRE-luciferase, luminescence, 4-6 h; cells express a hypersensitive GLP-1R form; Potency, µM (highest dose often 45.6 µM), for inactives: at the top dose activation, usual class: activators; 380,000 tested, 0.007% active; further: potency means the concentration at half of the fitted maximal effect; % of control where 0% means no effect
D3 antag: D3 dopamine receptor (human) antagonism; D3R cells, DiscoveRx beta-arrestin luminescence, antagonist mode; active compounds read low; max response, negative = inhibition, %; 360,000 tested, 2.5% active; in the data active means max response below about -50%; inconclusive means no clear call, values can overlap the other calls; further: on the % scale 0 is the no-effect control and ±100 the full control effect; mostly tested at two doses, the higher about 12 µM
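Cells expressing the human receptor were seeded at 1500 cells/well, incubated overnight at 37 degrees C in 5% CO2, then exposed to library compounds with dopamine controls for 90 minutes at 37 degrees C before luminescent detection.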
GLP1R cytotox: cytotoxic in the GLP-1 receptor inverse agonist counter-screen; HEK293 cAMP-luciferase reporter cells, luminescence, 24 h; Potency, µM (top dose mostly 38.3 µM), without a hit: at the highest dose activity change, negative = inhibition, most hits filed as inhibitors; 410,000 tested, 0.13% active; AID 624418;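 further: loss of luciferase light is scored as toxicity; potency means the concentration at half of the fitted maximal effect; on the % scale 0 is the no-effect control and ±100 the full control effect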
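To flag toxic compounds, the library was rerun on cells for 24 hr at 37 deg C and 5% CO2. Viability-linked luminescence was captured 12 min after adding luciferase detection reagent.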
aSyn yeast inh: rescues yeast growth from alpha-synuclein toxicity | Potency, µM (top dose mostly 46.1 µM), for the others: at the top dose growth rescue (activation), most hits filed as activators | Yeast expressing alpha-synuclein, growth rescue, BacTiter-Glo, 24 h | 370,000 tested, 0.14% active; further: potency means the concentration at half of the fitted maximal effect; % of control where 0% means no effect; nearly all actives have a fitted effect of over 65% in size
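Rescue of yeast growth: cells expressing toxic alpha-synuclein, induced in galactose at OD600 0.02, incubated with compound 24 h at 30 C. ATP luminescence quantified growth; inhibitors of toxicity appear as activators.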
KB-V1 cytotox: kills drug-selected multidrug resistant KB-V1 cells. AID 1347076. 400,000 tested, 3.4% active. Potency, µM (top dose mostly 46.1 µM), without a hit: top-dose activity change, negative = cytotoxicity, usual class: cytotoxic. KB-V1 MDR cells viability, CellTiter-Glo, 72 h; further: potency means the concentration at half of the fitted maximal effect; on the % scale 0 is the no-effect control and ±100 the full control effect; nearly all actives have a fitted effect of over 60% in size
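Following 72 h at 37 degrees C with compound, KB-V1 cell viability was read by CellTiter-Glo luminescence, medium being phenol-red-free DMEM plus 10% FBS; concentration-response parameters came from normalized, curve-fitted qHTS data.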
* = called active by the depositor; i = inactive; ? = inconclusive; . = not tested or not shown; [ ] = dose if it differs, or a comment. Unless noted, the call rests on the fitted dose curve; in most records, active means well fitted curve in the direction sought with a large enough effect; inconclusive means small, poorly fitted or top-dose-only effect, or another doubt; inactive means no such curve, though single readings can be large; an effect the other way counts as inactive or inconclusive.

SMILES	D3 ag	PTHR1 ag	TDP-43 yeast inh	GLP-1R inv ag	GLP-1R agonist	D3 antag	GLP1R cytotox	aSyn yeast inh	KB-V1 cytotox
Oc1ccc(Cl)cc1C=Nc1ccccc1Br	-4	-42%[inhibitor]	-2%	22%	0%	0	11%	6%	1%
COc1ccc(OC)c(NC(=O)c2csnn2)c1	2	-3%	21%	-3%	.	.	2%	.	3%
Cc1cccc(-n2c(=O)c3c(c4cc(C)ccc4n3C)n(Cc3ccccc3F)c2=O)c1	-7	i	8%	-11%	-1%	.	-3%	.	4%
O=C(COc1ccc(/C=N/NC(=O)c2ccccc2O)cc1)Nc1ccccc1	-8	-10%	-29%[0.397 µM]	?	8%	18	-7%	-5%	?
Cc1ccc(CCN2CCN=C2N(C)C)cc1	10	-26%	18%	13%	-4%	15	2%	-13%	11%
C=CCn1c(SC)nnc1C1COc2ccccc2O1 (stereo not given)	8	-22%	-15%	-4%	-1%	1	15%	-3%	0%
Cc1cc(C)n(-c2nc3sc4c(c3c3nnc(SCC(N)=O)n23)CC(C)(C)OC4)n1	2	10%	1%	7%	13%	-9	11%	0%	-4%
NC(=O)c1csc(CCNC(=O)c2ccccc2)n1	7	-20%	13%	13%	-5%	4	6%	1%	-6%
COc1ccccc1C(=O)O/N=C(\N)c1ccc(Cl)cc1	20	i	14µM*	10%	-5%	19	4%	-42%[inhibitor]	0%
Cc1nn2c3cc(N4CCOCC4)ccc3nc2c2ccccc12	1	-8%	1%	138%[activator]	9%	-8	65%[activator]	-4%	?
O=C(NCC1(N2CCOCC2)CCCCC1)c1cccc(S(=O)(=O)N2CCc3ccccc3C2)c1	-2	i	-29%	-19%[7.66 µM]	-3%	4	4%[7.66 µM]	0%	-30%
CCCN(CC1CC1)C(=S)NC(=O)C1CC1	-3	-29%	5%	-9%	-15%	-9	17%	1%	-17%
CCc1ccc(-c2nc(SCC(=O)N(CC)C3CCS(=O)(=O)C3)n[nH]2)cc1 (stereo not given)	-21	-10%	-14%	-4%	6%	-17	-3%	2%	-10%
Cc1nc2ncccn2c1-c1csc(Nc2cccc(C(=O)O)c2)n1	-3	i	-3%	4%	0%	2	9%	-11%	7%
Cc1nc(C)c(-c2ccc(SCC(=O)Nc3cccc(C)c3C)nn2)s1	6	-19%	?	85%[activator]	.	.	3%	.	.
CCOC(=O)N1CCN(C(=O)c2cnn3c(C(F)F)cc(-c4ccc(C)cc4)nc23)CC1	6	i	2%	0%	9%	7	-13%	10%	?
Cc1cc(C)c2c(N)c(S(=O)(=O)c3ccccc3)sc2n1	3	-3%[57.5 µM]	7%	7%	1%	8	-14%	-1%	?
CCNC(=S)N1CCN(CC(=O)Nc2ccc(OC)cc2)CC1	5	-19%	8%	7%	-1%	16	2%	3%	-18%
CCSc1nc(C)c(CCOc2cccc(C)c2)c(=O)[nH]1	4	-20%	-13%	17%	0%	4	-4%	-1%	12%
O=C(Nc1ccc(Cl)cn1)c1cc2ccccc2o1	3	-80%[inhibitor][57.5 µM]	-22%	?	-18%	0	-15%	-7%	-4%
COc1ccc(NC(=S)NCCCn2ccnc2)cc1	0	i	6%	-5%	-6%	21	-25%	-1%	1%
COc1ccc(NC(=O)CS(=O)(=O)c2cn(CC(=O)N3CCOCC3)c3ccccc23)cc1	-7	-27%	4%	3%	11%	?	-2%	-10%	22%
Cc1ccc2nc(N3C(=O)C(O)=C(C(=O)c4ccc(C)o4)C3c3ccc(O)cc3)sc2c1 (stereo not given)	-5	-10%	?	-17%	2%	15	-2%	0%	?
CCOC(=O)C1CCN(C(=O)c2c(-c3ccccc3)noc2C)CC1	-1	-3%	-13%	-3%	1%	-7	9%	-2%	?
COc1ccc(N(CC(=O)N/N=C/c2cc(Br)c(C)o2)S(=O)(=O)c2ccc(NC(C)=O)cc2)cc1	-1	-5%	-7%	0%	9%	3	3%	-2%	10%
New compounds follow
SMILES	D3 ag	PTHR1 ag	TDP-43 yeast inh	GLP-1R inv ag	GLP-1R agonist	D3 antag	GLP1R cytotox	aSyn yeast inh	KB-V1 cytotox
COc1cccc(/C(C#N)=C/c2c(-c3ccc(Cl)cc3)nc3c(C)cccn23)c1	0	-4%[57.5 µM]	16%	?	-1%	-3	-21%	-1%	-2%
CCN1C(=O)[C@H]2[C@@H](c3ccc(C)cc3)N3C(=O)N(c4cccc(Cl)c4)C(=O)[C@@]3(CC)[C@H]2C1=O	6	-36%[inhibitor]	21%	0%	8%	4	-3%	6%	-2%
COc1ccc(-n2c(C)nn(C)c2=O)cc1	-1	-8%[57.5 µM]	12%	0%	15%	-25	2%	0%	2%
CC1(C)CC(CCC(=O)Nc2ccccc2Cl)C(=O)O1 (stereo not given)	-5	i	-9%	0%	6%	-8	-1%	-6%	19%
Cc1ccccc1NC(=O)CCC(=O)OCCCC(F)(F)C(F)(F)F	1	i	26%	0%	-7%	8	0%	2%	0%
O=C(Nc1ccccc1Cl)N1CCN(c2ccc3nnc(-c4ccccc4)n3n2)CC1	0	-56%[inhibitor]	0%	7%	20%	15	-8%	2%	0%
Cc1ccccc1/C=C/C12NC(=O)CN1c1ccccc1C2(C)C (stereo not given)	31*	-14%	18%	?	1%	19	-4%	0%	-13%
O=C(CSc1nnc2ccc(-c3ccccn3)nn12)NCC1CCCO1 (stereo not given)	0	i	-6%	-4%	7%	-5	3%	-5%	23%
COc1ccc(C2=CC(=O)C[C@H](c3ccc(Cl)cc3)C2)cn1	0	-84%[inhibitor]	18µM*	?	-4%	-6	4%	5%	-29%
O=C(c1cccnc1)N1c2ccccc2Sc2ccccc21	1	i	17%	?	5%	4	-9%	2%	-15%
Cc1cc(N2CCC(C)CC2)nc2ccc(N3C(=O)CCC3=O)cc12	2	-19%	2%	7%	6%	10	4%	-4%	7%
COc1ccccc1CNC(=O)CSc1cc(C)[nH]c(=O)n1	-10	-17%	-8%	1%	-1%	.	-5%	.	0%
Cc1cccc(COc2ccccc2C(=O)N(C)CC(=O)Nc2cccc(F)c2)c1	-2	-25%	25µM*	?	-7%	26	-16%	0%[1.84 µM]	-15%
O=C(NCCc1ccc(C(F)(F)F)cc1)C1CCC(=O)N(CCCc2ccccc2)C1 (stereo not given)	-7	-66%[inhibitor]	-17%	?	1%	-2	-10%	5%	-3%
CCSc1ncc(Cl)c(C(=O)Nc2nnc(CC)s2)n1	-19	-20%	?	0%	.	.	-13%	.	17%
CCn1cc(C(=O)O)c(=O)c2cc(F)c(N3CCN(C(=S)NC(=O)c4ccc(F)c(F)c4)CC3)cc21	-2	-25%	13%	2%	-5%	0	4%	-19%	10%
Cc1ccccc1NC(=O)Cn1c(=O)sc2ccccc21	2	i	-9%	10%[7.66 µM]	2%	-20	3%[7.66 µM]	0%	-19%
N#CCCN(C(=O)COC(=O)C1CCN(S(=O)(=O)c2ccccc2C(F)(F)F)CC1)c1ccccc1	5	-19%	8%	-7%	10%	2	-18%	0%[1.84 µM]	0%
COc1ccc(N/C=C\C(=O)c2ccc3c(c2)OCO3)cc1OC	6	i	-13%	44%[activator]	?	14	-18%	-31%[inhibitor]	4%
COc1ccc(N2CCN(CCCNC(=O)C3(S(=O)(=O)c4ccc(Cl)cc4)CC3)CC2)cc1	3	-19%	8%	-12%	-3%	2	-11%	12%	9.2µM*
Cc1ccc(/C(N)=N/OC(=O)c2ccc3c(c2)OCO3)cc1	-10	-15%	?	-3%	8%	-23	?	-10%	-7%
Cc1cc(NC(=O)CCCC(=O)NCc2ccccc2)no1	-18	?	-30%[inhibitor]	-4%	0%	-11	-6%	9%	-6%
Cc1ccc(S(=O)(=O)N(C)C)cc1NC(=O)COC(=O)/C=C/c1ccc(F)cc1	11	i	19%	2%	-7%	-4	12%	1%	?
CCCN1C2CCCC1CC(NC(=O)c1ccccc1OC)C2 (stereo not given)	-24	3%	-5%[1.82 µM]	7%	9%	-23	2%	4%	?
Nc1ccc(C(=O)OCc2nc3ccccc3s2)cc1	-5	-10%	.	66%[activator]	15%	-51*	-6%	-2%	-1%

Entries from the list above containing an aryl thioether with sulfur outside any ring, in the order listed:
SMILES	D3 ag	PTHR1 ag	TDP-43 yeast inh	GLP-1R inv ag	GLP-1R agonist	D3 antag	GLP1R cytotox	aSyn yeast inh	KB-V1 cytotox
C=CCn1c(SC)nnc1C1COc2ccccc2O1 (stereo not given)	8	-22%	-15%	-4%	-1%	1	15%	-3%	0%
Cc1cc(C)n(-c2nc3sc4c(c3c3nnc(SCC(N)=O)n23)CC(C)(C)OC4)n1	2	10%	1%	7%	13%	-9	11%	0%	-4%
CCc1ccc(-c2nc(SCC(=O)N(CC)C3CCS(=O)(=O)C3)n[nH]2)cc1 (stereo not given)	-21	-10%	-14%	-4%	6%	-17	-3%	2%	-10%
Cc1nc(C)c(-c2ccc(SCC(=O)Nc3cccc(C)c3C)nn2)s1	6	-19%	?	85%[activator]	.	.	3%	.	.
CCSc1nc(C)c(CCOc2cccc(C)c2)c(=O)[nH]1	4	-20%	-13%	17%	0%	4	-4%	-1%	12%
O=C(CSc1nnc2ccc(-c3ccccn3)nn12)NCC1CCCO1 (stereo not given)	0	i	-6%	-4%	7%	-5	3%	-5%	23%
COc1ccccc1CNC(=O)CSc1cc(C)[nH]c(=O)n1	-10	-17%	-8%	1%	-1%	.	-5%	.	0%
CCSc1ncc(Cl)c(C(=O)Nc2nnc(CC)s2)n1	-19	-20%	?	0%	.	.	-13%	.	17%

An excerpt. The share of hits here may be higher or lower than overall.
